AddAB inh: less growth of phage-infected E. coli with AddAB; E. coli expressing H. pylori AddAB, absorbance growth; inhibition, % at 11.9 µM; 330,000 compounds, 0.29% hits; in the data active means inhibition above about 12%;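 further: 0% = vehicle wells of infected cells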
Tat export inh: inhibitors of E. coli Tat protein transport | AID 488895 | inhibition, % at 10 µM | E. coli MC4100 TorA-mCherry Tat export, fluorescence | 340,000 compounds, 0.036% hits;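 active means mean replicate inhibition at least 50% and at least half of replicates individually reaching 50%; inconclusive means only one of the two criteria met; inactive means neither criterion met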;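 further: exported cargo escapes ClpAP degradation while cytoplasmic cargo is degraded and loses fluorescence; 0% = median of neutral control wells and 100% = median of NaSCN control wells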
Ecoli viability: bacterial growth inhibition, counter-screen for AddAB inhibitors; 330,000 compounds, 0.27% hits; inhibition, % at 11.9 µM; E. coli V3065 growth, OD600 absorbance, 18 h;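 active means inhibition above the campaign's mean inhibition across all tested compounds plus 3 SD, cut at about 9.9% in these data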;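 further: uninfected addAB+ strain grown without phage in ampicillin broth; 0% = DMSO wells and 100% = ciprofloxacin 0.95 µg/ml wells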
SR-BI HDL uptake: inhibitors of mouse SR-BI mediated HDL lipid uptake; Q61009; ldlA[mSR-BI] CHO cells, DiI-HDL uptake fluorescence, 3 h; inhibition, % at 12.5 µM; 320,000 compounds, 0.96% hits;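 active means mean replicate inhibition of at least 70% and a set share of replicates each scoring 70 or more; inconclusive means meets just one of the two criteria; inactive means fails both criteria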;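 further: 0% = median of neutral control wells and 100% = median of positive control wells; values of inactives mirror those of a sister screen read the other way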
Target sequence (Q61009 whole entry, looked up): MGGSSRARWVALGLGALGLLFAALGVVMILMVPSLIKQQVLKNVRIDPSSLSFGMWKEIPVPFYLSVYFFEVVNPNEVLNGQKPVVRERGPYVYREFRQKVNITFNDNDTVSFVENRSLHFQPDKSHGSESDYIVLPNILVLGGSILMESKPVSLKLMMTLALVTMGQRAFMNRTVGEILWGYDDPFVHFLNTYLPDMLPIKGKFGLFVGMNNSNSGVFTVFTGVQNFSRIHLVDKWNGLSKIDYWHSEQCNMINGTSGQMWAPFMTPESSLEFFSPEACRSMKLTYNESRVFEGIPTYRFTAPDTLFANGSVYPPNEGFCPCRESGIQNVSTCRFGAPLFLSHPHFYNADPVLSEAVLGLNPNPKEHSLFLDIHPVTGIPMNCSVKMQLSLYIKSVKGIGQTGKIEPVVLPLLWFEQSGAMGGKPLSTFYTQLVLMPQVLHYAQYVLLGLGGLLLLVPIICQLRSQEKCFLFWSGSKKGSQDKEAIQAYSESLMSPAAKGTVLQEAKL
Wnt bcat act: activators of Wnt/beta-catenin signaling | Wnt/beta-catenin reporter cell assay, activator, plate reader | activation, % at 9.35 µM | 300,000 compounds, 1.2% hits; in the data active means activation above about 30%, passing the limit was not always enough; inconclusive means no clear call, values can overlap the other calls;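 further: 0% = neutral control wells and 100% = positive control wells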
MITF act: MITF TRPM1 promoter activation in melanoma cells. activation, % at 12.5 µM. SK-MEL-5 TRPM1-promoter luciferase, 24 h; % of positive control, neutral wells = 0. AID 588334. 300,000 compounds, 0.75% hits;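 active means mean activation of at least 80% with every replicate also reaching 80%; inconclusive means mean reaches 80% but some replicate falls short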;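 further: 0% = neutral control wells and 100% = parthenolide positive control wells; values of inactives mirror those of a sister screen read the other way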
CAL PDZ FP-1: human CAL PDZ-peptide interaction inhibition; Q9HD26; purified CAL PDZ, TMR-peptide fluorescence polarization, 1 h; inhibition, % at 20 µM; 330,000 compounds, 0.02% hits; AID 504414;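 active means highest replicate inhibition of at least 40%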;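 further: plate controls were DMSO neutral control wells for no effect and unlabeled competitor peptide control wells for full effect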
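material = purified tagged CAL PDZ domain construct (CerCALP) | compound dosing = 20 µM, one dose | times = 1 h at RT | measured by = fluorescence polarization from S- and P-plane intensities, G-factor corrected | read-out = inhibition from polarization loss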
SR-BI DiI-HDL act: activators of SR-BI mediated HDL lipid uptake; AID 504775; CHO ldlA[mSR-BI] cells, DiI-HDL uptake fluorescence, 3 h; 100 = double the neutral-control signal; 320,000 compounds, 0.096% hits; activation, % at 12.5 µM;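 active means mean replicate activation of at least 60% and every replicate at or above 60%; inconclusive means mean or all-replicate condition met, but not both; inactive means mean below 60% and not all replicates reaching 60%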;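 further: 0% = median plate neutral-control signal and 100% = twice that signal; values of inactives mirror those of a sister screen read the other way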
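Test system: SR-BI-overexpressing, LDLR-lacking CHO cells. Measured by: DiI fluorescence, bottom read. Medium: Ham's F12 with 0.5% BSA, HEPES 25 mM, pH 7.4. Timing: 3 h uptake period with compound, 37 °C.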
CAL PDZ FP-2: inhibitors of human CAL PDZ peptide binding | Q9HD26 | purified CAL PDZ, TMR-peptide fluorescence polarization, 1 h | inhibition, % at 24.9 µM | 300,000 compounds, 0.92% hits | AID 602252;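 active means mean inhibition of at least 30% with at least half of replicates also reaching 30%; inconclusive means no clear call, values can overlap the other calls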;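 further: 0% = DMSO neutral control and 100% = excess unlabeled competitor peptide PRC23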
phage Ecoli inh: E. coli growth loss with phage present; inhibition, % at 11.9 µM; 360,000 compounds, 0.26% hits; growth absorbance; in the data active means inhibition above about 11%
* marks the source's active call; other numbers are inactive results; ? = inconclusive; . = no result given.

SMILES	AddAB inh	Tat export inh	Ecoli viability	SR-BI HDL uptake	Wnt bcat act	MITF act	CAL PDZ FP-1	SR-BI DiI-HDL act	CAL PDZ FP-2	phage Ecoli inh
COc1ccccc1C1=CC(=O)C[C@H](c2ccc(Cl)cc2)C1	3.0	22	1.1	46	1	10	-2.1	-46	-3	3.0
COc1ccc(OCCC(=O)OCc2c(C)noc2C)cc1	1.2	-3	1.8	24	0	2	-1.0	-24	0	0.2
COCCC1CCCCN1C(=O)c1ccc(OC2CCN(C(C)=O)CC2)c(OC)c1 (centres undefined)	5.0	-8	0.2	-2	0	19	-3.2	2	-1	1.4
O=C(O)CCn1c(=O)[nH]c2ccccc2c1=O	1.6	-3	2.2	-14	-1	5	0.3	14	.	2.5
Cc1cc(=O)oc2c3c(cc(OCC(=O)NCc4ccco4)c12)OC(C)(C)CC3	1.7	14	-2.2	?	-2	.	-2.0	-70	1	3.4
CC(=O)c1ccc(NC(=O)COC(=O)CCC2CCCC2)cc1	-0.2	5	0.3	-9	-1	-8	-0.5	9	-5	-0.8
CS(=O)(=O)N(CC(=O)N/N=C/c1cc([N+](=O)[O-])ccc1Cl)c1ccccc1	2.5	-3	0.7	-9	.	-6	0.9	9	-2	1.7
CC1CCCCN1C(=O)C1CCCCN1S(=O)(=O)c1cccc([N+](=O)[O-])c1 (centres undefined)	2.0	0	-0.7	-6	2	12	5.6	6	-1	0.8
Cc1ccc(C)c(S(=O)(=O)N/N=C/c2ccc(N(C)C)cc2)c1	0.2	1	-2.0	-5	0	5	-1.6	5	-1	2.0
N#CCC(=O)Nc1ccc(C(=O)OCC(=O)NNC(=O)c2cccs2)cc1	-0.3	-3	0.3	-10	-3	10	1.1	10	0	0.1
CNC(=S)N(C)c1ccccc1	3.8	-3	-0.2	-18	0	-5	-4.6	18	-4	3.9
Cc1nc2ccccn2c1C(=O)NN=C1CCCC1	1.7	-4	-2.2	-25	-2	2	-1.4	25	-3	3.5
O=C(O)c1ccc(NC(=O)c2cccc(S(=O)(=O)Nc3ccc(C(=O)O)cc3)c2)cc1	2.4	4	1.4	-20	2	-8	.	20	0	0.7
COc1cccc(-c2cn(-c3cccc(C(F)(F)F)c3)c(=S)[nH]2)c1	.	-8	.	42	-1	.	-0.4	-42	0	4.8
CCn1cc(CCCC(=O)NCc2cccnc2)c2ccccc21	.	2	.	27	-1	-1	-0.8	-27	5	1.0
O=C(Nc1cccc(-c2nnc(-c3ccccc3)o2)c1)c1ccco1	2.2	-7	0.7	3	.	13	-2.7	-3	-3	4.5
Cc1ccc(S(=O)(=O)N2CC(C)N(S(C)(=O)=O)C2)cc1 (centres undefined)	-3.4	-5	-3.2	.	-1	0	-1.2	.	-3	3.3
O=C(CCC1CCCC1)N1CCN(C(=O)c2ccco2)CC1	4.0	-6	1.3	-17	-2	.	0.3	17	-7	0.1
CCCN1CCC(=O)N([C@H](CN=[N+]=[N-])CC(C)C)CC1	1.1	-4	-1.2	-6	-1	0	-0.4	6	-2	3.4
Cc1cc(C)c(C#N)c(SCC(=O)Nc2cccc(S(=O)(=O)N3CCCC3)c2)n1	.	5	.	43	-1	-3	-0.4	-43	-5	1.8
COc1ccc(Nc2oc(-c3ccco3)nc2S(=O)(=O)c2ccc(F)cc2)cc1	2.7	-2	1.9	15	-4	14	-2.5	-15	-5	2.8
Cc1c(OCC(=O)N[C@H](C(=O)O)c2ccccc2)ccc2c3c(c(=O)oc12)CCCC3	4.0	-4	-1.8	-18	-2	5	-0.5	18	-1	2.3
O=C(CSc1nnc2ccccn12)Nc1ccc(N2CCOCC2)cc1	3.9	-3	1.7	-17	5	1	-0.6	17	0	1.9
O=C(Nc1ccc(Br)cc1)c1cccc(N2C(=O)C3C4C=CC(C4)C3C2=O)c1 (centres undefined)	0.4	3	0.8	18	1	-10	-1.6	-18	-1	-2.1
NC(=O)c1ccc(SCC(=O)OCC(=O)NC2CCCCCCC2)c([N+](=O)[O-])c1	1.6	8	-1.3	3	21	-1	-3.7	-3	0	0.1
CC(C)CN(C(=O)C(c1ccccc1)c1ccccc1)c1c(N)n(CC(C)C)c(=O)[nH]c1=O	2.4	-12	1.3	7	-1	4	0.5	-7	-3	3.3
COc1cc2[nH]c(=S)n(Cc3ccc(C)cc3)c(=O)c2cc1OC	0.7	2	0.7	4	0	-8	8.2	-4	40*	3.8
O=C1c2ccccc2C(=O)N1CCCCCCc1ccccc1	-0.4	8	0.2	-19	1	0	-0.6	19	-4	4.5
O=C1c2cc(Br)ccc2N(Cc2ccc(Br)cc2)S(=O)(=O)C1c1cc(Cl)c(Cl)cc1[N+](=O)[O-] (centres undefined)	9.9	-2	12*	56	.	-20	-1.4	-56	0	.
COc1ccc(F)cc1CN1CCN(CC(=O)Nc2ccccc2C(=O)NC2CC2)CC1	0.9	-4	-1.9	-20	1	0	0.3	20	-4	-0.1
Cc1nn(-c2nc3ccccc3s2)c(N)c1-c1ccc(Cl)cc1	1.0	5	-1.6	41	41*	79	-1.4	-41	1	4.9
CSC(=NC#N)N1CCN(c2cccc(Cl)c2)CC1	0.5	2	-0.8	-17	.	-2	0.6	17	1	-0.6
CCOC(=O)C(NC(C)=O)C(OC(C)=O)c1cccc(N(CCO)CCO)c1 (centres undefined)	2.9	0	-2.0	-20	.	-1	-0.9	20	.	1.8
COc1cc(S(=O)(=O)NCc2ccccc2)ccc1F	2.6	7	-2.1	-14	.	-1	-0.5	14	2	1.7
CCCc1ccc2oc(C(=O)NCCc3nc(C(=O)OCC)cs3)c(C)c2c1	.	13	.	12	17	29	-1.8	.	-1	1.2
COc1cc(/C=C2\CCCc3c2nc2ccccc2c3C(=O)O)cc(OC)c1O	1.2	4	-1.3	-230	14	2	0.6	231*	-1	0.8
COc1ccc(NS(=O)(=O)c2cc(NC(=O)c3nn(C)c(=O)c4ccccc34)ccc2OC)cc1	0.5	6	-2.6	49	1	-7	-3.3	-49	0	2.5
CCOc1cc(O)c(-c2[nH]ncc2-c2nc(C)cs2)cc1CC	3.6	3	-1.6	.	6	-16	-2.1	.	-4	-1.1
COc1ccccc1NC(=S)NCCSc1ccc(Cl)cc1	4.5	-8	2.8	6	.	-1	-1.8	-6	1	-0.3
COc1ccccc1CCC(=O)N1CCN(S(=O)(=O)c2cccc(F)c2)CC1	3.0	0	1.4	-9	-1	3	-2.7	9	-2	3.9
CCOC(=O)COn1c(=O)c(-c2ccccc2)[n+]([O-])c2ccccc21	-0.4	-7	1.6	-9	-2	5	-0.2	9	-5	0.3
C=CCn1c(SCC(=O)NCC(c2ccccc2)N(C)C)nc2sc3c(c2c1=O)CCC3 (centres undefined)	.	-11	.	-24	-2	10	-2.4	24	-2	3.0
CCCCn1c(=O)n(C)c(=O)c2c3c(sc21)COC(C)(C)C3	1.4	-2	-0.5	12	-1	-3	-1.2	-12	2	-0.4
CC1CCc2[nH]nc(C(=O)O)c2C1 (centres undefined)	0.2	0	-2.1	-13	-1	1	0.0	13	7	2.2
CCOC(=O)c1cccc(NC(=O)CCS(=O)(=O)c2cccc3nsnc23)c1	3.6	-7	0.9	23	1	.	-0.6	-23	.	2.9
COC(=O)[C@H]1C[C@H]1[C@@H](NC(=O)c1cccnc1)c1ccccc1	0.3	-3	1.2	-10	2	7	-1.4	10	-2	3.2
S=c1[nH]nc(C2CCCCC2)n1/N=C/c1ccccc1	-2.0	4	0.3	-20	-2	-5	-0.7	20	-7	-0.2
CCCc1nc(NC(=O)c2ccccc2)nc(NC(=O)c2ccccc2)n1	1.6	6	-1.0	12	3	1	-0.9	-12	3	3.0
CCOc1ccc(NC(=O)COC(=O)CCS(=O)(=O)c2ccc(C)cc2)cc1	2.1	-3	-0.8	-1	2	6	-2.5	1	-3	2.8
CCN(CC)CCNC(=O)CCc1nn(C)c(=O)c2ccccc12	-0.1	2	3.4	.	.	7	-0.1	.	-2	3.8

The list goes on.
SMILES	AddAB inh	Tat export inh	Ecoli viability	SR-BI HDL uptake	Wnt bcat act	MITF act	CAL PDZ FP-1	SR-BI DiI-HDL act	CAL PDZ FP-2	phage Ecoli inh
Cc1cc(C)n2nc3ccccc3c2n1	0.4	-8	0.2	-34	.	-5	0.1	34	-5	2.8
CC1(C)NC(=O)N(CCCCSc2ccc(Cl)cc2)C1=O	1.1	12	1.0	15	4	.	-2.2	-15	-5	3.0
CCOCCCNC(=O)Cc1ccc(-n2c(CC)nc3cccnc32)cc1	.	-5	.	-25	-1	-2	0.1	25	0	0.2
COCCNC(=S)N/N=C(\C)c1cc2ccccc2o1	-3.1	3	-4.3	-3	7	1	-0.7	3	-4	-0.4
COc1cc(C#N)ccc1OCC(=O)N1CCc2ccccc2C1	2.2	7	0.4	.	0	5	-1.2	.	-1	1.1
O=C(COC(=O)C1COc2ccccc2O1)Nc1ccc2c(c1)CCC2 (centres undefined)	0.8	3	1.5	-25	.	2	-2.2	25	-2	1.9
Cc1cccc(C(=O)NCc2nnc(SCc3ccc(F)cc3)n2C)c1	-1.1	-1	-1.0	-3	0	-8	-3.3	3	-5	2.8
O=C(NCC(=O)N1CCCC(C(F)(F)F)C1)c1ccc(Br)o1 (centres undefined)	0.5	5	-0.6	-26	4	-7	-2.6	26	14	1.3
